GPR35 arrestin U2OS = inhibition of zaprinast-stimulated GPR35 beta-arrestin translocation – imaging, U2OS, beta-arrestin-GFP, zaprinast agonist, primary screen (AID 2058); one-dose inhibition, % at 10 µM; IC50 in µM for titrated hits; 290,000 compounds, 0.052% hits; U2OS GPR35 beta-arrestin-GFP translocation imaging, zaprinast antagonism; higher % means a stronger effect;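 active = inhibition of at least 50% with at least 30 cells and total cytoplasm GFP at most 10,000,000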
GPR55 activation = selective activators of receptor GPR55 – imaging, U2OS cells, beta-arrestin-GFP redistribution, primary screen (AID 1961); U2OS GPR55 beta-arrestin-GFP redistribution imaging; higher % means a stronger effect; activation, % at 10 µM, or EC50 in µM where a hit was titrated; 290,000 compounds, 0.048% hits;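 active = activation above 40% with more than 50 cells counted in the well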;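 note: U2OS osteosarcoma cells stably expressing GPR55 and beta-arrestin-GFP; plate controls were DMSO negative control for no effect and LPI positive control for full effect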
Lipid droplet = hepatic lipid droplet formation modulation | AML12 mouse hepatocytes, oleate lipid droplets, BODIPY imaging | inhibition, % at 6.5 µM | 240,000 compounds, 0.4% hits | AID 1656;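 active = lipid droplet intensity inhibited by at least 50%, with more than 500 cells counted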
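Technique: fluorescence imaging, 20x objective, two fields per well / Assay system: AML12 hepatocytes (mouse) / Measure: % inhibition of lipid droplet signal / Doses: 6.5 µM single-point dosing / Incubation: overnight exposure / Reagent: 100 µM oleic acid challenge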
Large T inhibition = SV40 large T antigen inhibitors, biochemical (AID 1903); SV40 large T antigen ATPase/helicase inhibition assay; higher % means a stronger effect; inhibition, % at 20 µM, or IC50 in µM where a hit was titrated; 310,000 compounds, 0.39% hits; in the data active = a potency from the dose series; note: strong numbers were not always called active
NTR1 ag = agonists of NTR1, primary screen, imaging, U2OS cells, beta-arrestin-GFP, high content (AID 493036). 330,000 compounds, 0.17% hits. NTR1-U2OS beta-arrestin-GFP spot imaging, agonist mode. activation, % at 20 µM;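 active = activation at or above 40% of the spot to cytoplasm intensity ratio, with at least 20 cells analyzed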;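 note: 0% = DMSO without peptide and 100% = 100 nM NTR1 peptide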
Target sequence (P30989 whole entry, looked up): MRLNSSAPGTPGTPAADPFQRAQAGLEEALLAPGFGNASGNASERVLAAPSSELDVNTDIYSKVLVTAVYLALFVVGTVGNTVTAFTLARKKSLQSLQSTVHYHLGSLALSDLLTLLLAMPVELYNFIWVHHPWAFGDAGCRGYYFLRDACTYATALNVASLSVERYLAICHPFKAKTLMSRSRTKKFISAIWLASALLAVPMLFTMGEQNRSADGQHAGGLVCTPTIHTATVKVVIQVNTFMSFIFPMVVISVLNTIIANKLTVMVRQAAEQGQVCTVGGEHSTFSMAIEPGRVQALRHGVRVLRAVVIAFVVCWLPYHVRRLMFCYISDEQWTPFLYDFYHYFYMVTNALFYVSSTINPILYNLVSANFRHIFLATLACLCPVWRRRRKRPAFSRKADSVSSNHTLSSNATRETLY
GPR55 LPI antagonism = GPR55 antagonists blocking LPI-driven arrestin recruitment, primary screen, imaging, U2OS, beta-arrestin-GFP, LPI agonist (AID 2013); U2OS GPR55 beta-arrestin-GFP translocation imaging, LPI antagonism; higher % means a stronger effect; inhibition, % at 10 µM; hits with a dose series show IC50 in µM; 290,000 compounds, 0.13% hits;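 active = spots per cell inhibited over 60%, with over 100 cells counted and total cytoplasm intensity under 500,000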;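 note: U2OS cells stably carrying GPR55 and arrestin-GFP stimulated by 5 µM LPI near EC80; imaged beta-arrestin-GFP aggregate spots per cell after agonist stimulation; plate controls were LPI-stimulated DMSO wells for no effect and DMSO wells without LPI for full effect; some results filed as inactive read as strong as hits; confirmed hits need IC50 under 10 µM and bright autofluorescent wells are also inconclusive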
Rac1 GTP hydrolysis = MgcRacGAP GTPase-activating activity inhibitors, confirmation, biochemical, ADP Hunter fluorescence | AID 624330 | inhibition, % at 30 µM, or IC50 in µM where a hit was titrated | 340,000 compounds, 0.6% hits | MgcRacGAP-stimulated Rac1 GTP hydrolysis, ADP Hunter fluorescence; higher % means a stronger effect; GST-tagged Rac1 F28L mutant substrate;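 active = first-screen hits whose inhibition reached a set limit at any dose in the follow-up dose series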;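 note: fluorescence reports GDP produced by GAP-driven GTP hydrolysis; strong numbers were not always called active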
T cell modulator = modulates CD8 T cell binding to vesicles; 2C CD8+ T cell-vesicle binding, flow cytometry; stronger effect = lower value; calls only at 7 µM; 330,000 compounds, 0.068% hits;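 active = response, share of CD8 T cells binding vesicles, and their 90th percentile fluorescence all below set limits, cut at about 80% in these data, passing the limit was not always enough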
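Also added: QL9-peptide-loaded Drosophila micro-vesicles bearing Ld, ICAM-1 and B7-1; Test system: purified 2C TCR transgenic mouse naive CD8+ T cells; Measured by: cytometric PE anti-B7-1 and Alexa647 anti-CD8 signals after 1% paraformaldehyde fixation; Timing: binding step 1.5 h, 37 °C, antibody labelling 20 min, ice.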
LYP inhibition = PTPN22 lymphoid phosphatase activity blockers – biochemical, fluorescence intensity, uHTS (AID 1779); inhibition, % at 11.5 µM; hits with a dose series show IC50 in µM; recombinant LYP phosphatase, fluorescence intensity; higher % means a stronger effect; 290,000 compounds, 0.054% hits; in the data active = inhibition above about 50%;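 note: plate controls were vehicle with enzyme for no effect and no enzyme for full effect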
Lipid droplet cells 6.5 µM = second read-out of Lipid droplet, no call of its own (marks repeat the call); cell count; measured here: cell count, cytotoxicity flag;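 cells counted across two imaged fields per well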
T cell modulator vesicle-bound % = also measured in T cell modulator; calls as there; double positive events, %; measured here: CD8+ vesicle-bound cell fraction;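 binding gate set so that unloaded-vesicle control wells show 10% double positive cells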
NTR1 ag cell count 20 µM = second read-out of NTR1 ag, no call of its own (marks repeat the call); cell count; measured here: cell count, cytotoxicity flag
An asterisk follows results filed as active; i = inactive; . = no result given.

entry	Molecule	GPR35 arrestin U2OS	GPR55 activation	Lipid droplet	Lipid droplet cells 6.5 µM	Large T inhibition	NTR1 ag	NTR1 ag cell count 20 µM	GPR55 LPI antagonism	Rac1 GTP hydrolysis	T cell modulator	T cell modulator vesicle-bound %	LYP inhibition
1	CN(c1cccc(Cl)c1)S(=O)(=O)c1cccc(C(=O)Nc2ccc3c(c2)CCC3)c1	-5.7%	-0.2%	-7.7	341	1.8%	-0.3	64	5.3%	5.3%	i	30.9	6.5%
2	CC(C)C(=O)Nc1ccc(NC(=O)c2ccco2)cn1	21.3%	0.1%	.	.	3.5%	3.4	51	-0.2%	8.1%	i	6.1	-5.8%
3	COc1cc(C(=O)Nc2ccc(S(=O)(=O)Nc3cnc4ccccc4n3)cc2)cc(OC)c1OC	7.9%	-0.1%	-1.4	817	13.0%	-2.7	5	-18.5%	5.6%	i	60.6	-10.4%
4	Nc1nnc(SC2CC(=O)N(c3ccccc3)C2=O)s1 (centres undefined)	-9.2%	-0.1%	.	.	32.9%	1.6	51	14.3%	15.7%	i	16.4	-6.8%
5	O=C(NCc1ccc(F)cc1)C1CCN(S(=O)(=O)N2CCOCC2)CC1	-3.0%	0.2%	5.5	702	25.6%	-0.7	44	13.4%	2.9%	i	33.5	-6.8%
6	O=C(O)CCSCCC(=O)O	-15.1%	0.3%	-0.3	758	8.3%	-1.3	86	2.4%	5.5%	i	46.6	-8.0%
7	Cc1ccccc1Nc1nc(N)nc(CN(C)c2ccccc2)n1	2.4%	-0.2%	.	.	11.7%	-6.5	97	6.5%	7.4%	i	41.2	3.8%
8	COc1ccc(N2CCN(C(=O)Cc3ccc(Br)cc3)CC2)cc1	10.0%	0.0%	-28.5	705	26.8%	0.9	64	5.4%	20.1%	i	52.0	-1.6%
9	CCCN(CCC)S(=O)(=O)c1ccc(C(=O)Nc2ccc(OCC(=O)N3CCOCC3)cc2)cc1	6.2%	0.0%	27.3	810	11.2%	-1.4	91	-3.9%	6.3%	i	17.3	-2.5%
10	CCOCCn1c(SCc2ccc(F)cc2)nc2c1c(=O)[nH]c(=O)n2C	6.5%	-0.2%	.	.	3.0%	6.8	65	-1.5%	3.0%	i	28.9	-1.5%
11	CCOc1cc(NC(=S)NCCCN2CCOCC2)c(OCC)cc1NC(=O)c1cccc(C)c1	-1.4%	-0.1%	-3.7	698	4.5%	-0.7	81	-1.7%	2.4%	i	52.1	-6.7%
12	CC(C)(C)NC(=O)NC(=O)CSc1cccc(C(F)(F)F)c1	-7.0%	-0.2%	-7.8	675	10.9%	2.6	34	9.9%	3.4%	i	32.7	9.0%
13	O=C(CCC(=O)N1CCOc2ccc(Cl)cc21)NCCCN1CCOCC1	-3.7%	0.5%	-1.2	794	0.3%	-0.4	51	10.2%	11.7%	i	43.3	-11.4%
14	COc1cc(/C=C2/SC(=S)N(C)C2=O)ccc1OC(=O)c1ccco1	3.7%	-0.3%	22.3	672	18.9%	-0.8	94	-0.6%	12.1%	i	56.1	2.4%
15	O=C(CN1CCNCC1)Nc1ccccc1Cl	-7.7%	-0.2%	.	.	12.7%	-1.6	72	-0.9%	5.5%	i	58.2	-2.0%
16	CCOc1cc(C#N)c(NC(=O)Cn2nnc3ccccc32)cc1OCC	5.5%	0.0%	.	.	7.4%	2.3	81	30.9%	9.3%	i	56.2	-2.6%
17	CSCCCN1CCCC(CO)(Cc2ccc(F)cc2)C1 (centres undefined)	-6.3%	-0.4%	1.3	823	7.2%	0.9	56	-0.7%	3.4%	i	40.1	-8.0%
18	NC(=O)COc1cc2oc(=O)c3c(c2cc1Cl)CCCC3	-0.4%	0.3%	-5.0	780	11.4%	1.8	75	-3.8%	12.0%	i	60.3	-6.3%
19	CCOC(=O)N1CCN(C(=O)CSc2nnc(-c3cccc(OC)c3)o2)CC1	0.6%	-0.3%	.	.	-2.6%	-0.7	60	14.8%	1.5%	i	43.8	-4.8%
20	CC1=C(C(=O)OC(C)(C)C)C(c2ccc(Br)cc2)NC(=O)N1CCCC(=O)O (centres undefined)	5.1%	-0.2%	10.0	820	5.6%	2.8	48	-5.4%	.	i	6.7	-10.5%
21	Cc1ccc2cc(-c3noc(C(C)(C)C)n3)c(=O)[nH]c2c1	-11.5%	-0.1%	.	.	15.4%	-1.7	89	3.0%	4.0%	i	35.5	7.5%
22	COc1cc2nc(C(C)(C)C)oc(=O)c2cc1OC	9.1%	0.2%	5.4	761	15.9%	-0.2	50	0.8%	7.2%	i	30.5	-5.4%
23	COc1ccc(O[C@H]2C=C[C@@H](c3ccccc3)O[C@@H]2COC(=O)CC/C(C)=N/O[C@@H](C)c2cc(-c3c(C)cc(C)cc3C)no2)cc1	4.3%	-0.3%	-43.3	713	-0.7%	-1.2	57	2.6%	.	.	.	0.4%
24	CCOC(=O)c1c(C)c(C(=O)NCCOC)c(C)n1CC	-2.1%	0.2%	2.2	682	-1.2%	0.6	51	2.1%	8.4%	i	53.6	4.8%
25	Cc1cc(=O)c2cc(NC(=O)c3ccccc3Cl)ccc2[nH]1	3.9%	-0.1%	.	.	8.8%	0.3	59	10.5%	17.7%	i	58.0	-2.3%
26	Cc1ccc(-c2cc3c(N=O)c4ccccc4c-3n[nH]2)cc1	5.0%	0.6%	-1.1	677	1.8%	2.2	83	2.9%	13.5%	i	54.6	-6.2%
27	Cc1ccc(OCC(=O)Nc2ccc(-c3nc4ncccc4o3)cc2)c(C)c1	2.1%	0.6%	9.7	666	4.2%	0.2	59	-4.1%	9.2%	i	39.9	1.2%
28	CC1(NC(=S)NCCCCCCNC(=S)NC2(C)CCS(=O)(=O)C2)CCS(=O)(=O)C1 (centres undefined)	-11.2%	0.3%	2.6	724	9.9%	1.5	62	-3.1%	9.2%	i	46.6	3.0%
29	Cc1ccc(N(CC(=O)Nc2cccc(N(C)S(C)(=O)=O)c2)S(C)(=O)=O)cc1	-9.9%	-0.1%	0.7	726	-10.6%	0.2	61	1.9%	6.5%	i	9.0	-2.4%
30	COc1cccc(C(=O)N/N=c2\oc3c(OC)cccc3cc2C(=O)NCc2ccccc2)c1	5.9%	-0.2%	20.8	601	5.7%	3.2	62	-0.5%	6.2%	i	46.9	-3.2%
31	C=CCN(C(=O)c1csnn1)C(C(=O)NCc1ccccc1)c1cccs1 (centres undefined)	-5.6%	0.0%	30.1	843	7.8%	0.7	45	4.2%	8.3%	i	35.1	-3.1%
32	O=C(NCc1ccco1)c1ccc(Cn2c(=O)c3ccccc3n(Cc3ccc(Cl)cc3)c2=O)cc1	1.3%	-0.1%	55.9*	805*	7.7%	-2.3	93	3.1%	7.3%	i	32.6	-1.0%
33	COc1cccc(Nc2nc(N)c([N+](=O)[O-])c(NCc3ccco3)n2)c1	0.5%	-0.1%	14.8	682	9.9%	2.7	54	-14.3%	.	i	23.9	3.6%
34	O=C(O)C1CCC(CNS(=O)(=O)c2ccc(Cl)cc2)CC1 (centres undefined)	-6.0%	-0.3%	10.9	712	3.2%	1.0	84	1.8%	-2.6%	i	33.3	-5.5%
35	COc1ccc(-c2nncnn2)cc1	-17.3%	0.4%	-30.8	625	25.0%	2.4	61	7.0%	.	i	45.8	-5.9%
36	CCOC(=O)C1CCCN(c2c(NCC3CCCO3)c(=O)c2=O)C1 (centres undefined)	18.9%	-0.2%	.	.	4.0%	-2.1	98	5.2%	-4.2%	i	45.5	-7.5%
37	CCC(=O)NC(=S)Nc1ccc(Cl)cn1	5.4%	-0.1%	.	.	3.0%	-0.6	48	.	10.2%	i	35.1	-9.1%
38	Cc1ccccc1-n1c(=O)cc(N2CCN(Cc3ccccc3)CC2)[nH]c1=O	4.1%	-0.1%	-12.3	596	9.2%	-2.5	82	2.6%	-1.2%	i	51.0	-4.0%
39	N#Cc1cccc(NC(=O)CCNS(=O)(=O)c2ccc3[nH]c(=O)oc3c2)c1	11.6%	-0.1%	11.4	724	13.2%	0.0	79	-2.5%	-1.2%	i	28.8	-10.9%
40	COc1ccc(-n2nnnc2SCC#CCO)cc1	27.9%	-0.1%	0.7	727	7.5%	0.2	83	-0.8%	3.6%	i	57.5	-7.6%
41	Cc1ccc(S(=O)(=O)c2c(C)nn(C(C)(C)C)c2OC(=O)C2CCCC2)cc1	-0.7%	-0.1%	.	.	4.2%	4.4	53	12.0%	8.3%	i	41.0	-1.3%
42	CC1CC(C)CN(CCOc2ccc(Cl)cc2Cl)C1 (centres undefined)	-4.8%	-0.2%	0.8	749	1.4%	-0.6	87	20.9%	1.1%	i	42.6	-6.5%
43	CC1CCN(CCCCOc2ccc(Br)cc2)CC1	.	-0.3%	-1.3	649	18.7%	2.1	77	10.0%	22.1%	i	41.5	-7.9%
44	O=C(Cn1c2c(c(-c3ccccc3Cl)cc1=O)CCC2)NCC1CCCO1 (centres undefined)	-6.9%	0.0%	-2.8	696	1.8%	1.3	51	2.9%	-7.1%	i	58.9	-5.8%
45	Cc1occc1C(=O)NNC(=O)COc1ccc(Br)cc1Br	4.3%	-0.1%	-0.7	741	-0.5%	0.6	41	12.9%	8.3%	i	53.1	-1.5%
46	CCOc1cc2c(cc1OCC)C(c1ccc(OC)cc1)N(c1ccccc1)C(=O)C2 (centres undefined)	-5.0%	-0.1%	50.9*	594*	18.2%	1.4	51	-2.1%	0.0%	i	42.1	4.1%
47	O=C(COc1ccc(/C=N/NC(=O)c2ccccc2O)cc1)Nc1ccccc1	-6.2%	0.2%	6.2	703	-7.3%	-1.6	40	-3.6%	0.4%	i	24.6	0.6%

Copied from above, nos. 43–44
entry	Molecule	GPR35 arrestin U2OS	GPR55 activation	Lipid droplet	Lipid droplet cells 6.5 µM	Large T inhibition	NTR1 ag	NTR1 ag cell count 20 µM	GPR55 LPI antagonism	Rac1 GTP hydrolysis	T cell modulator	T cell modulator vesicle-bound %	LYP inhibition
43	CC1CCN(CCCCOc2ccc(Br)cc2)CC1	.	-0.3%	-1.3	649	18.7%	2.1	77	10.0%	22.1%	i	41.5	-7.9%
44	O=C(Cn1c2c(c(-c3ccccc3Cl)cc1=O)CCC2)NCC1CCCO1 (centres undefined)	-6.9%	0.0%	-2.8	696	1.8%	1.3	51	2.9%	-7.1%	i	58.9	-5.8%
